TRPC4 potent: allosterically enhances the mouse TRPC4 cation channel; HEK293 TRPC4beta/mu-opioid, DAMGO EC20, Fluo-4 Ca2+ flux; active compounds read high; B-score at 10 µM; hit rate 0.42% among 310,000;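 active = B-score of calcium response area above 5 SD of library B-scores, with initial fluorescence ratio within 5 SD of library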;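 note: B-score of integrated fluorescence ratio over time as area under calcium response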
Target sequence (Q9QUQ5 whole entry, looked up): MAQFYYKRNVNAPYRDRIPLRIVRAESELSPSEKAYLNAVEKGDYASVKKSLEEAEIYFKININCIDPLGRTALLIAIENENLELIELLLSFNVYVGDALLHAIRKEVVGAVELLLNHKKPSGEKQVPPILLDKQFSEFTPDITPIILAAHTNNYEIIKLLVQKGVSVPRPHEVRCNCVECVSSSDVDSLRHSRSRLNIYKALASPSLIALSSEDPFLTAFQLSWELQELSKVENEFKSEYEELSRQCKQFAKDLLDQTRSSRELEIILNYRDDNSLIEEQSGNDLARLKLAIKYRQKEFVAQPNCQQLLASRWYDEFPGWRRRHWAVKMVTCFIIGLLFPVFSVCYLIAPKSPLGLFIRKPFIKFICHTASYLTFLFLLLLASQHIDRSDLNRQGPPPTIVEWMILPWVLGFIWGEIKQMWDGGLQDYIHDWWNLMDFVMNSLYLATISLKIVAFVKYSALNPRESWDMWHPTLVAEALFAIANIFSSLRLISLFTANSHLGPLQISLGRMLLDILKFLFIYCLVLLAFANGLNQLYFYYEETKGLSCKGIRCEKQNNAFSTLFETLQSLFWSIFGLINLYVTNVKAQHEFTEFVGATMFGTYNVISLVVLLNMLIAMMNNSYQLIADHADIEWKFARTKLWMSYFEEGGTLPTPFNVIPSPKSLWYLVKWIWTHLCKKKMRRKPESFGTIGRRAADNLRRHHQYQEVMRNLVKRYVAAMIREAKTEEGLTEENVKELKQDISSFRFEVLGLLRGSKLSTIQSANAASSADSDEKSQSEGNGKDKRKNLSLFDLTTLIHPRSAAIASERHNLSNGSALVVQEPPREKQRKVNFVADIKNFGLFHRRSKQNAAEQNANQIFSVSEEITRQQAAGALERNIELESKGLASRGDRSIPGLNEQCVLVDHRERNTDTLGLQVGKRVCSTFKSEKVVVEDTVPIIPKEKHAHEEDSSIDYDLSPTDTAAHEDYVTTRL
MrgX1 antag: human MrgX1 receptor antagonism, primary screen; AID 588676; Q96LB2; MRGX1-HEK293 calcium flux, Fluo-4, BAM8-22 antagonism; active compounds read low; B-score at 10 µM; hit rate 1.3% among 310,000;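 active = calcium-response B-score plate-corrected more than 3 library SD below zero, starting fluorescence within 5 deviations, no agonist response on first addition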;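 note: peak minus trough fluorescence over baseline after final BAM8-22 challenge near maximal dose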
TMEM16A inh: inhibitors of mouse TMEM16A calcium-activated chloride channel. Q8BHY3. HEK293 TMEM16A/YFP iodide influx fluorescence, ionomycin. normalized B-score (activity score, 25-100; higher = stronger inhibition) at 10 µM. hit rate 1.2% among 310,000. AID 588511;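 active = ratio plate-corrected score three or more library SD toward inhibition, starting fluorescence score within five deviations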;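 note: score derived from kinetic fluorescence span divided by baseline fluorescence per well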
TRPC6 activator: mouse TRPC6 channel activation; AID 2550; hit rate 0.13% among 310,000; HEK293-TRPC6 membrane potential dye fluorescence; active compounds read high; B-score at 10 µM; Q61143;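 active = B-score of the integrated fluorescence ratio above library mean plus 3 SD, and starting fluorescence ratio within library mean plus 5 SD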;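 note: higher score means more depolarization so channel activation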
MrgX1 PAM: allosterically activates human MrgX1 receptor signaling; Q96LB2; MrgX1-HEK293, Fluo-4 calcium flux, FDSS; active compounds read high; B-score at 10 µM; hit rate 0.63% among 310,000; AID 588675;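 active = plate-corrected calcium response at least 3 library SD above typical, normal starting fluorescence, not activating the receptor alone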;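 note: compound read alongside a low EC10 to EC30 dose of BAM8-22 agonist; peak minus trough fluorescence over baseline measured at the second addition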
TRPC6 inhibitor: inhibitors of mouse TRPC6 channel | B-score at 10 µM | hit rate 1.1% among 310,000 | HEK293-TRPC6, membrane potential dye, ACh-evoked depolarization; active compounds read low;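 active = B-score under library mean minus 3 SD, initial fluorescence not abnormally high, positive integrated signal ratio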;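 note: B-score derived from integrated fluorescence ratio over the kinetic read; more negative B-score means stronger inhibition of depolarization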
TMEM16A act: activates or potentiates the mouse TMEM16A chloride channel. Q8BHY3. HEK293 TMEM16A/YFP-H148Q/I152L, iodide quench fluorescence; active compounds read low. B-score at 10 µM. hit rate 0.3% among 340,000;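 active = fluorescence-ratio B-score plate-corrected deviation score at least 3 library SD below zero, with starting fluorescence score within 5 deviations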;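 note: channel opened by trigger with iodide after compound preincubation; score built on the fluorescence ratio of max minus min over baseline; more negative score means more quench and so TMEM16A activation or potentiation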
SKKanGAS inh: inhibitors of SKKanGAS S. pyogenes growth in kanamycin (SK-promoter or general growth effect) | BacTiter-Glo, 6 h | inhibition, % at 7.5 µM | hit rate 1.3% among 300,000 | AID 1662;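 active = mean replicate score, as percent of positive control median, at least 50; inconclusive = mean below 50 but one replicate at or above 50; inactive = mean and every replicate below 50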;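 note: strain carries kanamycin resistance gene driven by streptokinase promoter and grows in 40 µg/ml kanamycin; loss of luminescence reflects streptokinase promoter inhibition or plain growth inhibition; 0% = median of DMSO wells and 100% = positive control at its reference dose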
TRPC4 block: inhibitors of mouse TRPC4 channel; HEK293 TRPC4beta/mu-opioid, DAMGO-evoked Fluo4 calcium flux; active compounds read low; Q9QUQ5; hit rate 0.39% among 300,000; B-score at 10 µM;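 active = B-score over 3 SD under the library average, no early fluorescence shift, positive overall ratio signal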
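Material: HEK293 cells with stable TRPC4beta plus mu-opioid receptor expression / Probe or stimulus: DAMGO in two steps, submaximal then maximal / Compound: single concentration per test compound / Technique: kinetic Fluo4 fluorescence imaging of calcium influx / Read-out: per-well B score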
MrgX1 agonist: human MrgX1 receptor agonism, primary screen. B-score at 10 µM. MrgX1-HEK293 cells, Fluo-4 calcium fluorescence, agonist mode; active compounds read high. hit rate 0.44% among 310,000. AID 588627. Q96LB2;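 active = calcium response B-score plate-corrected fluorescence ratio at least 3 library SD, with starting fluorescence B-score inside 5 SD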
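times = overnight plating, then 30 min 37 °C plus 30 min room-temperature dye loading | assay system = stable human MrgX1 HEK293 cell line | input = fifteen thousand cells per well | signal = kinetic calcium dye fluorescence, Fluo-4 NW | dosing = compound delivered in addition one of three | read-out = B-scored fluorescence response ratio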
TRPC4 agonist: activators of mouse TRPC4 channel | HEK293 TRPC4beta/mu-opioid, Fluo4 calcium fluorescence; active compounds read high | B-score at 10 µM | hit rate 0.49% among 310,000;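 active = B-score above 5 SD of library B-scores, and initial fluorescence ratio not above library mean plus 5 SD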;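 note: positive B-score marks a calcium rise read as TRPC4 activation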
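system = HEK293 cells stably co-expressing mouse TRPC4beta and mu-opioid receptor | schedule = Fluo4 dye loading 45 min at room temperature, 110 s recording | measure = B-scored integrated calcium fluorescence ratio | signal = Fluo4 calcium-sensitive dye fluorescence, kinetic, 1 Hz baseline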
* marks the source's active call; other numbers are inactive results; i = inactive; ? = inconclusive; / = no result given. Compounds as they come, and some 6.7% of all compounds hit somewhere here.

SMILES	TRPC4 potent	MrgX1 antag	TMEM16A inh	TRPC6 activator	MrgX1 PAM	TRPC6 inhibitor	TMEM16A act	SKKanGAS inh	TRPC4 block	MrgX1 agonist	TRPC4 agonist
CCCCN1C2=NC(c3ccccc3)CN2c2ccccc21 (stereo unspecified)	i	i	i	i	i	i	i	-2	-6*	i	i
Cc1ccc(OCc2nnc(SCC(=O)Nc3ccc4c(c3)OCCO4)n2Cc2ccco2)cc1	i	i	i	i	i	i	i	27	i	i	i
COc1ccc(C2=NOC(C)(c3nnc(-c4ccc(Cl)cc4)o3)C2)cc1 (stereo unspecified)	i	i	i	i	i	i	i	-8	i	i	i
COc1cccc(CSc2nnc(-c3ccc(F)cc3)o2)c1	i	i	i	i	i	i	i	-12	i	i	i
O=C(NCc1cccc(CNC(=O)C(=O)NCC2CCCO2)c1)C(=O)NCC1CCCO1 (stereo unspecified)	i	i	i	i	i	i	i	2	i	i	i
CN(C)CCCN(Cc1ccccc1)C(=S)Nc1ccc(SC(F)F)cc1	i	i	i	i	i	i	i	-2	/	i	i
C=CCOC(=O)C(C#N)c1nc2ccccc2nc1N1CCC(C(=O)OCC)CC1 (stereo unspecified)	i	i	i	i	i	i	i	3	i	i	i
CCc1cc(C(=O)N2CCN(c3ncc(C(F)(F)F)cc3Cl)CC2)sc1C	i	i	i	i	i	i	i	?	i	i	i
Cc1oc2ccc(NS(=O)(=O)c3ccc(F)cc3)cc2c1C(=O)O	i	i	i	i	i	i	i	1	i	i	i
COc1cccc(NC(=O)C2CC2)c1	/	i	i	/	i	/	i	9	/	i	/
CC(SCc1ccccc1)C(=O)NN=C1CCN(C)CC1 (stereo unspecified)	i	i	i	i	i	i	i	-7	i	i	i
O=C(CN1C(=O)c2ccccc2S1(=O)=O)N1CCCCC1	i	i	i	i	i	i	i	28	i	i	i
CSc1ccc(/C=N/n2nnnc2N)cc1	i	i	i	i	i	i	i	-8	i	i	i
Oc1ccc(/C=N/n2c(-c3ccccc3)n[nH]c2=S)cc1Br	i	i	i	i	i	i	i	7	i	i	i
O=C(CCCc1nc(-c2ccc(Cl)cc2)no1)NC1CCCC1	i	i	i	i	i	i	i	-18	i	i	i
Cc1cccc(-c2noc(CN(C(=O)c3c(-c4ccccc4Cl)noc3C)C(C)C)n2)c1	/	i	i	/	i	/	i	/	/	i	/
COC(=O)CSc1nnc(C)n1-c1cccc(C#N)c1	i	i	i	i	i	i	i	6	i	i	i
Cc1cc(C)cc(NC(=O)CN2C(=O)COc3ccc(S(=O)(=O)N4CCCC4)cc32)c1	i	i	i	i	i	i	i	5	i	i	i
CCc1c(C)[nH]n(-c2ccc(Oc3ccccc3)c(S(=O)(=O)O)c2)c1=O	/	i	i	/	i	/	i	/	/	i	/
COc1ccc(NC(=O)C2=CC(c3ccc(C)cc3)=NS(=O)(=O)N2C)cc1OC	i	i	i	i	i	i	i	5	i	i	i
CC(=O)Nc1ccc(C(=O)NCCCSc2ccccc2)cc1	i	i	i	i	i	i	i	-1	i	i	i
Cc1cc(NS(=O)(=O)c2ccc(NC(=O)CCc3ccccc3)cc2)no1	i	i	i	i	i	i	/	4	i	i	i
COc1ccc(-n2c(=O)[nH]cc(C(=O)N3CCc4ccccc43)c2=O)cc1	i	i	i	i	i	i	i	-7	i	i	i
O=C(O)CNC(=S)N(Cc1ccccc1Cl)C1CCCC1	i	i	i	i	i	i	i	-10	i	i	i
CCCCNC(=O)CSc1nnc(-c2ccc(S(=O)(=O)N3CCCC3)cc2)n1C	i	i	i	i	i	i	i	-1	i	i	i

The listing continues.
SMILES	TRPC4 potent	MrgX1 antag	TMEM16A inh	TRPC6 activator	MrgX1 PAM	TRPC6 inhibitor	TMEM16A act	SKKanGAS inh	TRPC4 block	MrgX1 agonist	TRPC4 agonist
COc1ccccc1CNC(=O)Cn1c(=O)oc2cc(S(=O)(=O)N3CCCC3)ccc21	i	i	i	i	i	i	i	-2	i	i	i
NS(=O)(=O)c1ccc(NC(=S)NNC(=O)c2cccs2)cc1	i	i	i	i	i	i	i	-7	i	i	i
O=C1[C@H]2[C@H](ON3CCCC[C@H]23)C(=O)N1c1cccc(C(F)(F)F)c1	i	i	i	i	i	i	i	-1	i	i	i
O=C(CN1C(=O)S/C(=C\c2ccccn2)C1=O)Nc1ccccc1	i	i	i	i	i	i	i	/	i	i	i
Cc1nn(C(C)C(=O)O)c(C)c1[N+](=O)[O-] (stereo unspecified)	i	i	i	i	i	i	i	-1	i	i	i
COC(=O)c1c(NC(=O)c2ccccc2)sc(Cc2ccccc2)c1C	i	i	i	i	i	i	i	4	i	i	i
O=C(NCCc1cn2ccccc2n1)c1cc(COc2ccc3ncccc3c2)on1	i	i	100*	i	8.9*	i	i	-9	i	i	i
Cn1c(/C(C#N)=C/c2cccc(O)c2)nc2ccccc21	i	i	i	i	i	i	i	-4	i	i	i
C=CCn1c(COc2ccccc2F)nnc1SCC(=O)NC(=O)NCc1ccco1	i	i	i	i	i	i	i	-2	i	i	i
O=C(CSc1ccccc1)Nc1ccc(N2CCOCC2)c(F)c1	i	i	i	i	i	i	i	-9	i	i	i
COC(=O)c1cc(S(=O)(=O)NCC2CCN(CCc3cccs3)CC2)c[nH]1	i	i	i	i	i	i	i	-2	i	i	i
COc1ccc2[nH]c(=O)c(CN(CCO)S(=O)(=O)c3c(C)ccc4nsnc34)cc2c1	i	i	i	i	i	i	i	-4	i	i	i
COc1ccc(-c2csc(N3CCN(c4cc5c(cc4Cl)nc(-c4ccncc4)n5CCOCCO)CC3)n2)cc1	i	i	i	i	i	i	i	34	i	i	i
Cc1ccc(C(=O)Nc2nnc(CC(=O)N/N=C/c3ccc(O)c(O)c3)s2)cc1	i	i	i	i	i	i	i	3	i	i	i
COc1ccc(N)c2c1C(=O)c1ccccc1C2=O	i	i	i	i	i	i	i	39	i	i	i
CCc1ccc2[nH]c(=O)c(CN(CCN(C)C)C(=S)NCc3ccco3)cc2c1	i	i	i	i	i	i	i	0	i	i	i
NC(=O)C1CCN(C(=O)c2ccc(Oc3cc(Cl)cc(Cl)c3)o2)CC1	i	i	i	i	i	i	i	-6	i	i	i
CC(=O)Nc1ccc(C(=O)n2nc(C)cc2C)cc1	i	i	i	i	i	i	i	4	i	i	i
CCC(Sc1nc2ncccc2[nH]1)C(=O)NC1CCCC1 (stereo unspecified)	i	i	i	i	i	i	i	2	i	i	i
CCOC(=O)C1(Cc2cccc(OC)c2)CCN(Cc2cccn2-c2nccs2)CC1	i	i	i	i	i	-6.5*	i	-1	i	i	i
Cc1nnc(SCC(=O)NCC2CCCO2)n1-c1ccccc1 (stereo unspecified)	i	i	i	i	i	i	i	-1	i	i	i
O=C(NC(=O)c1c(Cl)cccc1Cl)Nc1ccc(Oc2cccnc2)nc1	i	i	i	i	i	i	i	7	i	i	i
N=c1n(CC(=O)c2ccc([N+](=O)[O-])cc2)c2ccccc2n1Cc1ccc(Cl)cc1	i	i	i	i	i	i	i	2	i	i	i
CCCCCC1CCC(c2n[nH]c(=S)n2C)CC1 (stereo unspecified)	i	i	i	i	i	i	i	6	i	i	i
COc1ccc(Nc2ccccc2NC(=O)c2ccccc2Br)cc1	i	i	i	i	i	i	i	-3	i	i	i

Limited to TRPC4 agonist, for some of the entries so far:
| mol | TRPC4 agonist |
| --- | --- |
| Cc1nnc(SCC(=O)NCC2CCCO2)n1-c1ccccc1 (stereo unspecified) | i |
| O=C(NC(=O)c1c(Cl)cccc1Cl)Nc1ccc(Oc2cccnc2)nc1 | i |

In the list so far, these have a COOH group:
SMILES	TRPC4 potent	MrgX1 antag	TMEM16A inh	TRPC6 activator	MrgX1 PAM	TRPC6 inhibitor	TMEM16A act	SKKanGAS inh	TRPC4 block	MrgX1 agonist	TRPC4 agonist
Cc1oc2ccc(NS(=O)(=O)c3ccc(F)cc3)cc2c1C(=O)O	i	i	i	i	i	i	i	1	i	i	i
O=C(O)CNC(=S)N(Cc1ccccc1Cl)C1CCCC1	i	i	i	i	i	i	i	-10	i	i	i
Cc1nn(C(C)C(=O)O)c(C)c1[N+](=O)[O-] (stereo unspecified)	i	i	i	i	i	i	i	-1	i	i	i

Additional entries follow:
SMILES	TRPC4 potent	MrgX1 antag	TMEM16A inh	TRPC6 activator	MrgX1 PAM	TRPC6 inhibitor	TMEM16A act	SKKanGAS inh	TRPC4 block	MrgX1 agonist	TRPC4 agonist
COc1cccc(C(C(=O)NC(C)(C)C)N(C(=O)CCC(=O)Nc2cc(C)on2)c2ccc3c(c2)OCCO3)c1OC (stereo unspecified)	i	i	i	i	i	i	i	-1	i	i	i
O=C1C(=C2SCCCS2)CC/C1=C\c1ccc(F)cc1	i	i	i	i	i	i	i	16	i	i	i
c1ccc(-n2cnc3cc(NCc4ccccn4)ccc32)cc1	i	i	i	i	i	i	i	5	i	i	i
CCCCn1c(SCC(=O)N2c3ccccc3Sc3ccccc32)nc2c1c(=O)n(C)c(=O)n2C	117*	i	i	i	i	i	i	16	i	i	i
CC(=O)NCC(=O)N(C)C(C(=O)Nc1ccc2c(c1)OCCO2)c1ccccc1 (stereo unspecified)	i	i	i	i	i	i	i	-11	i	i	i
COc1ccc(NC(=O)c2cccc(N3C(=O)NC4CC3(C)Oc3ccccc34)c2)cc1 (stereo unspecified)	i	i	i	i	i	i	i	-1	i	i	i

Reprinted at random: 4 compounds from above
SMILES	TRPC4 potent	MrgX1 antag	TMEM16A inh	TRPC6 activator	MrgX1 PAM	TRPC6 inhibitor	TMEM16A act	SKKanGAS inh	TRPC4 block	MrgX1 agonist	TRPC4 agonist
COc1ccc(NC(=O)c2cccc(N3C(=O)NC4CC3(C)Oc3ccccc34)c2)cc1 (stereo unspecified)	i	i	i	i	i	i	i	-1	i	i	i
CCCCn1c(SCC(=O)N2c3ccccc3Sc3ccccc32)nc2c1c(=O)n(C)c(=O)n2C	117*	i	i	i	i	i	i	16	i	i	i
c1ccc(-n2cnc3cc(NCc4ccccn4)ccc32)cc1	i	i	i	i	i	i	i	5	i	i	i
O=C1C(=C2SCCCS2)CC/C1=C\c1ccc(F)cc1	i	i	i	i	i	i	i	16	i	i	i

High-throughput results deposited in PubChem by several laboratories.
